Screening results (PubChem BioAssay)
Tau fibril FP = tau fibrillization inhibition (FP) | P10636 | K18 P301L tau heparin fibrillization, Alexa594 FP, 6 h | Potency, µM (top dose mostly 57.7 µM), for the others: top-dose activity, negative = inhibition, most hits filed as inhibitors | 0.39% of 280,000 active; note: % is set by controls: 0 for no effect and ±100 for the full control effect; nearly all actives have a fitted effect of over 55% in size
Target sequence (P10636 561-689 P618L limits assumed): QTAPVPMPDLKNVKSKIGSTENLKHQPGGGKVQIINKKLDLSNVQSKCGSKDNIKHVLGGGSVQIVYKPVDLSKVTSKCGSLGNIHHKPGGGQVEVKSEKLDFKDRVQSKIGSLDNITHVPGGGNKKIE
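K18 P301L tau (15 uM unlabeled/0.24 uM Alexa 594-labeled, final) + compound + heparin 20 uM final; 100 mM NaOAc pH 7; 6 hr 37 C; ThT 30 uM final added, 1 hr RT; FP ex 555/em 632 nm.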
Tau fluor cs = counter-screen for tau fibril formation inhibitors. 0.93% of 280,000 active. tau K18 P301L Alexa594 fluorescence, heparin fibrillization. Potency, µM (top dose mostly 57.7 µM), without a hit: at the top dose activity change, negative = decrease. AID 1463; note: % is set by controls: 0 for no effect and ±100 for the full control effect; nearly all actives have a fitted effect of over 55% in size
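Human tau K18 P301L (15 uM unlabeled, 0.24 uM Alexa 594-labeled) in 100 mM sodium acetate pH 7 with 20 uM heparin, 6 hr at 37 C. ThT 30 uM added, 1 hr ambient; Alexa 594 FP and total fluorescence read at 555/632 nm.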
SMN2 splice up = SMN2 splice variant enhancement | HEK293 SMN2-luciferase splicing reporter, luminescence, 30-36 h | Potency, µM (titrated, usually from 46.1 µM), for the others: at the top dose activity change, positive = activation, usual class: activators | 2.8% of 210,000 active; note: % of control where 0% means no effect; nearly all actives have a fitted effect of over 55% in size
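HEK293 cells carry an SMN2 […]–luciferase reporter in which exon 7 inclusion puts luciferase in frame. Cells were plated 10-12 h before compound addition, then incubated 30-36 h at 37C. ONE-Glo luminescence was read; sodium butyrate at 4.5 mM final served as control.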
KDM4E inh = blocks human JMJD2E demethylase activity; B2RXH2; JMJD2E catalytic domain, FDH-coupled NADH fluorescence (FDH is formaldehyde dehydrogenase); Potency, µM (highest dose often 57.1 µM), for the others: top-dose activity change, negative = inhibition, most hits filed as inhibitors; 1.6% of 230,000 active; AID 2147; active = well fitted inhibition curve with a large enough effect, not every such curve was filed as active; inconclusive = small, poorly fitted or top-dose-only effect, or another doubt; inactive = no such curve, though single readings can be large or run the other way;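 note: 0% = wells with enzyme and -100% = buffer wells without enzyme; nearly all actives have a fitted effect of over 50% in size; many of its hits are not listed in these tables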
Target sequence (B2RXH2 1-337 limits assumed): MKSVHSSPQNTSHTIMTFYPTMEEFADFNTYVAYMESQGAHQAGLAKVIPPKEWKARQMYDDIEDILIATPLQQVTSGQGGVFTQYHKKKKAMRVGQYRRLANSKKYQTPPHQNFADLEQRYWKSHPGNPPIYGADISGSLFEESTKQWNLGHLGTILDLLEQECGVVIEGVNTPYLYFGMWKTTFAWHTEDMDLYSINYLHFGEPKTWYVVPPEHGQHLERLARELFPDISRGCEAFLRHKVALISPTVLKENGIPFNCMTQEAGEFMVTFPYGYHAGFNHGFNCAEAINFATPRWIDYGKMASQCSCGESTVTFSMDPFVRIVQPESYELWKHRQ
Tau fibril ThT = blocks human tau fibril formation measured by thioflavin T; Potency, µM (titrated, usually from 57.4 µM), inactives show at the top dose activity, negative = inhibition, hits mostly inhibitors; 2.1% of 270,000 active; recombinant tau K18 P301L, heparin-induced fibrillization, ThT fluorescence; P10636; note: % is set by controls: 0 for no effect and ±100 for the full control effect; nearly all actives have a fitted effect of over 55% in size
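Fibril formation assay: tau K18 P301L at 15 uM with trace Alexa 594 label, heparin inducer 20 uM, pH 7 sodium acetate buffer, 37 C for 6 hr; endpoint ThT signal.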
HTT ATP protect = cytoprotection in Huntington HTT-Q103 PC12 cell model; PC12 HTT-Q103 induced, cytoprotection, ATP luminescence, 40 h; Potency, µM (series often up to 56.4 µM), inactives show cytoprotection (ATP increase), actives largely listed as activators; 0.14% of 230,000 active;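 note: % of control where 0% means no effect; nearly all actives have a fitted effect of over 45% in size; toxic huntingtin expression switched on by the ecdysone agonist tebufenozide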
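Compounds added alongside 100 nM tebufenozide, which induces toxic Q103 huntingtin exon 1-GFP in stable PC12 cells; surviving cells quantified by luminescent ATP measurement. Medium: phenol red-free DMEM, 5% equine and 5% calf serum.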
HTT aggregate = mutant huntingtin aggregation inhibition | PC12 HttQ103-GFP aggregates, Acumen cytometry, 40 h | Potency, µM (top dose mostly 46.1 µM), for inactives: at the top dose activity change, negative = inhibition, usual class: inhibitors | 1.1% of 220,000 active; note: % is set by controls: 0 for no effect and ±100 for the full control effect; nearly all actives have a fitted effect of over 60% in size
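Multiplexed with ATP-based cell death, this channel scores GFP aggregates in PC12 cells expressing inducible HTTex1-Q103-GFP. Induction used 100 nM tebufenozide; compounds were tested in concentration series.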
ALDH1A1 inh = ALDH1A1 (human) enzyme inhibition. P00352. Purified ALDH1A1, NADH fluorescence, propionaldehyde substrate. Potency, µM (doses to about 75.3 µM), for inactives: top-dose activity, negative = inhibition, hits mostly inhibitors. 7.3% of 220,000 active; active = well fitted inhibition curve with a large enough effect, not every such curve was filed as active; inconclusive = small, poorly fitted or top-dose-only effect, or another doubt; inactive = no such curve, though single readings can be large or run the other way;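 note: plate controls were no enzyme wells and a reference inhibitor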
Target sequence (P00352 whole entry, looked up): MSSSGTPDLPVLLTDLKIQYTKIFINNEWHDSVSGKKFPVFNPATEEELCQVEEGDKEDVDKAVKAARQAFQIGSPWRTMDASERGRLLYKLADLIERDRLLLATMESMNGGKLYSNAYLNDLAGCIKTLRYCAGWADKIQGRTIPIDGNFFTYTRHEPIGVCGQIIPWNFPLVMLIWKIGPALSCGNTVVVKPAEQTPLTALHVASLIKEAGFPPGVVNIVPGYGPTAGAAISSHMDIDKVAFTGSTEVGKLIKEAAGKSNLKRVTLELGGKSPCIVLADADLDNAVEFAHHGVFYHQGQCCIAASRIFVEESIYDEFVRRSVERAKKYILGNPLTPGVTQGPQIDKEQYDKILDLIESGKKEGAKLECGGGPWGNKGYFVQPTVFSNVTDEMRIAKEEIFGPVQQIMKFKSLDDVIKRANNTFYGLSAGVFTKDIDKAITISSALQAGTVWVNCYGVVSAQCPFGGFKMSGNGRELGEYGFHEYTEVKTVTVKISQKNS
* marks the source's active call; other numbers are inactive results; ? = inconclusive; . = not tested or not shown; [ ] = dose if it differs, or a comment. Unless noted, calls come from the whole dose curve; as a rule, active = well fitted curve in the direction sought with a large enough effect; inconclusive = small, poorly fitted or top-dose-only effect, or another doubt; inactive = no such curve, though single readings can be large; an effect the other way counts as inactive or inconclusive. Potency is the fitted concentration of half-maximal effect. Only part of the results is shown; rates above refer to the full screens.

SMILES	Tau fibril FP	Tau fluor cs	SMN2 splice up	KDM4E inh	Tau fibril ThT	HTT ATP protect	HTT aggregate	ALDH1A1 inh
CCOc1ccc(N=Nc2c(=O)[nH]n3c(C)cc(C)nc23)cc1	4%	-14%	-6%	-22%	13µM*	0%[10 µM]	-30%	1%
CN1CCN(S(=O)(=O)c2ccc3[nH]cc(C(=O)O)c(=O)c3c2)CC1	?	-3%	15%	-24%	-6%	-2%	9%	-7%
COc1ccccc1N1CCN(c2cc(=O)n(-c3ccc(Br)cc3)c(=O)[nH]2)CC1	-6%	-2%	4%	1%	-8%	-7%	-15%	5%
FC(F)(F)c1nc2nncn2c2c1CCCCC2	2%	-4%	0%	?	-7%	-4%	-7%	?
CC1CCc2c(C(=O)NCCN3CCOCC3)csc2C1 (stereo unspecified)	-1%	-2%	-49%[inhibitor]	2%	1%	-8%	-15%	?
Cc1ccc(NC(=O)CN(C)S(=O)(=O)c2cccs2)cc1C	2%	-19%	-17%	3%	-9%	-3%	-7%	?
COc1ccc(-c2c(C(F)(F)F)oc3c(CN4CCN(C)CC4)c(O)ccc3c2=O)cc1	-2%	2%	-23%	-5%	-2%	-6%[10 µM]	-6%	?
CCCn1c2ccccc2c2nnc(SCC(=O)OCC)nc21	6%	3%	?	9%	-3%	-1%	-19%	?
O=C(CCSCc1ccc(Cl)cc1)NCc1cccnc1	-3%	-2%	-27%	2%	-3%	-22%	-4%	0%
CCOc1ccc(NC(=O)Nc2cccc(C(=O)O)c2)cc1	5%	-9%	2µM*	-20%	-11%	-153%[inhibitor]	-13%	15%
CCCC(=O)Nc1ccc(NC(=O)C23CC4CC(CC(C4)C2)C3)cn1	1%	-18%	.	-1%	-2%	-28%	4%	?
COc1cc(OC)cc(C(=O)OCc2cc3ccccc3[nH]c2=O)c1	-10%	-9%	4%	4%	1%	-30%	-13%	?
Cc1ccccc1NC(=O)c1ccc2snnc2c1	-1%	2%	.	2%	-6%	-39%	6%	?
Cc1ccc2nc(C)c(C(=O)N/N=C/c3cccc([N+](=O)[O-])c3)cc2c1	8%	-15%	-12%	-4%	-15%	.	18%	?
COc1cc(OC)cc(C(=O)NC2=NCCS2)c1	0%	-12%	8%	0%	-9%	-68%[inhibitor]	-5%	0%
Nc1nc(=S)[nH]c2c1C1(CCCCC1)Cc1ccccc1-2	?	-16%	-3%	7%	?	44%[10 µM]	18%	4%
O=C(O)c1ccc(Cl)c(N2C(=O)Nc3ccccc3N2O)c1	7%	-3%	9%	-2%	-7%	-16%	-2%	?
Cc1ccc2[nH]c(=O)c(CN3CCCCC3)c(-c3ccccc3)c2c1	4%	-7%	-4%	?	?	.	.	?
Cc1ccc2cc(CN(CC3CCCO3)C(=S)NCc3ccco3)c(=O)[nH]c2c1C (stereo unspecified)	8%	-2%	?	-9%	-10%	2%[10 µM]	29%	22µM*
COC(=O)c1sccc1NC(=S)N1CCN(c2cc(C)ccc2C)CC1	-3%	-20%	-41%[inhibitor]	-5%	-7%	.	-26%	1%
Cc1ccc(S(=O)(=O)NCC(=O)N(CCc2ccccc2)CC(=O)NCc2ccco2)cc1	-10%	-9%	7%	-1%	-3%	-8%[10 µM]	15%	28µM*
CCOC(=O)CSc1nc(NC#N)nc(N(CC)CC)n1	13%	2%	4%	9%	-7%	8%[10 µM]	8%	-5%
CC1CCN(C2CC(=O)N(c3ccc(Br)cc3Br)C2=O)CC1 (stereo unspecified)	-4%	-10%	.	-7%	-14%	16%[10 µM]	13%[9.22 µM]	.
Cc1ccc2c(c1)C1CN(C)CCC1N2C(=O)c1ccccc1NS(=O)(=O)c1cccc(C(F)(F)F)c1 (stereo unspecified)	-2%	-18%	-3%	0%	-8%	2%[1.9 µM]	23%	-1%
CN(C)c1ccc(/C=N/NC(=O)CCCO)cc1	8%	-5%	13%	?	-10%	-17%	11%	?
CC1CN/C(=C\C(=O)c2ccc(Br)cc2)C(=O)N1 (stereo unspecified)	7%	4%	.	0%	9%	.	11%	13%
COC(=O)c1ccccc1NC(=O)N(Cc1ccc(C)cc1)Cc1cccn1-c1nnc(N2CCCC2=O)s1	0%	0%	5%	.	3%	.	.	.
Fc1ccc(CSc2nnc3ccc(-c4ccncc4)nn23)cc1	3%	1%	-4%	0%	7%	-39%	-1%	10%
CCC(C)c1ccc(NC(=S)NCc2ccccc2OC)cc1 (stereo unspecified)	1%	?	-12%	-20%	-6%	-9%[10 µM]	-4%[9.22 µM]	?
CCCC(O)(c1ccc(OC)cc1)C(CN(C)C)c1ccccc1 (stereo unspecified)	-3%	-9%	-4%	0%	-6%	15%	19%[1.84 µM]	4%
Cn1ncn2c(=O)c3c(nc12)-c1ccccc1CC31CCCC1	1%	-17%	.	?	-11%	9%[10 µM]	-3%[9.22 µM]	.
COc1nc(C)ccc1-c1noc(-c2ccccn2)n1	-3%	-6%	8.9µM*	3%	-10%	-133%[inhibitor][0.074 µM]	1%	-6%
S=C(NCc1ccco1)Nc1ccc(N2CCOCC2)cc1	-6%	-6%	23%	-6%	?	2%[10 µM]	18%	?
CCN(CC(=O)Nc1ccc(NC(C)=O)cc1)C(=O)COc1ccc(C(=O)c2ccccc2)cc1	-15%	-15%	-6%	7%	0%	-3%[10 µM]	3%	-14%
COc1cc2c(cc1OC)C(c1cccc([N+](=O)[O-])c1)N(C(=O)c1ccccc1C(=O)O)CC2 (stereo unspecified)	2%	-9%	0%	3%	-12%	3%	18%	6%
O=C(c1ccccc1)C(O)c1ccccc1 (stereo unspecified)	.	.	7%	.	.	?	13%	-4%
COc1ccc(COC(=O)N/N=C2/C[C@@H](O)[C@@H](O)[C@@H]3[C@H]4C(=O)N(c5ccc(F)cc5F)C(=O)[C@@H]4CC[C@H]23)cc1	-5%[11.6 µM]	-13%[11.6 µM]	.	.	-14%[11.5 µM]	1%[10 µM]	.	-3%[13.5 µM]
Cc1ccc(O)c(CNc2cccc3cccnc23)c1	3%	14µM*[quencher]	.	-19%	?	-3%[10 µM]	29%[9.22 µM]	-6%
C[N+]12CCCCC1C(COC(=O)c1ccc3c(c1)OCO3)CCC2 (stereo unspecified)	-7%	-8%	-3%	22µM*	-6%	0%	-8%	?
CC(=O)c1ccc(S(=O)(=O)N2CCN(CC#N)CC2)cc1	-5%	-6%	.	0%	1%	6%[10 µM]	3%[9.22 µM]	.
O=C(COC(=O)c1ccncc1)Nc1cc(Cl)ccc1Cl	6%	-6%	-9%	7%	-7%	13%	9%	13%
CCc1cc2c(cc3c(=O)n(CCCC(=O)NCc4ccccc4Cl)nc(CC)n32)s1	0%	-1%	10%	.	?	.	.	.
CCOC(=O)c1c(NCC(C)C)c2ccccc2[nH]c1=O	4%	-3%	-7%	1%	-5%	-4%	-3%	?
COCC(=O)Nc1nc2ccc(C)cc2s1	-7%	-4%	10µM*	5%	-11%	-29%	-28%	-2%
CCn1c(O)c(N=NC(=O)C(O)c2ccccc2)c2ccccc21 (stereo unspecified)	3%	8%	.	-2%	-11%	-11%[10 µM]	2%[9.22 µM]	.
CCOC(=O)C1CCCN(C(=O)c2cc(S(=O)(=O)N3CCCCC3)ccc2C)C1 (stereo unspecified)	-4%	-8%	.	8%	-5%	15%[10 µM]	30%[9.22 µM]	.
CCN(CC)S(=O)(=O)c1ccc(OC)c(NC(=S)Nc2ccc(C)c(C)c2)c1	-8%	?	-7%	1%	-7%	7%[10 µM]	15%	-14%
Cc1ccc(S(=O)(=O)NC(=O)c2cccn2C)cc1	-1%	8%	-14%	1%	5%	-3%	17%	-7%
CC(C)(C)c1ccc(C(=O)N2CCCC(c3nc4c(nnn4Cc4cccc(F)c4)c(=O)[nH]3)C2)cc1 (stereo unspecified)	8%	-15%	11%	.	?	.	.	.
Cc1sc(NC(=O)c2ccc(OCC(C)C)cc2)c(C(N)=O)c1-c1ccc(Cl)cc1Cl	-4%	-11%	-42%[inhibitor]	?	-14%	-42%[inhibitor]	-24%	?

2 compounds from above, showing only HTT aggregate, Tau fibril ThT and Tau fibril FP:
SMILES,HTT aggregate,Tau fibril ThT,Tau fibril FP
COCC(=O)Nc1nc2ccc(C)cc2s1,-28%,-11%,-7%
CCn1c(O)c(N=NC(=O)C(O)c2ccccc2)c2ccccc21 (stereo unspecified),2%[9.22 µM],-11%,3%

The listing continues.
SMILES	Tau fibril FP	Tau fluor cs	SMN2 splice up	KDM4E inh	Tau fibril ThT	HTT ATP protect	HTT aggregate	ALDH1A1 inh
Fc1ccc(N2CCN(c3ncnc4nc[nH]c34)CC2)cc1	-5%	-14%	-16%	-9%	?	-21%[10 µM]	.	16%
CC(=O)OCC1OC(C#CCC2CCCCC2)C=CC1OC(C)=O (stereo unspecified)	-8%[11.6 µM]	-21%[11.6 µM]	.	.	?	22%[10 µM]	.	4.5µM*
CCc1nc2ccccc2n1CC(=O)N(C(C)CC)C1CCS(=O)(=O)C1 (stereo unspecified)	-12%	6%	3%	4%	17%	-14%	21%	5%
CCN1CCN(Cc2nc3c(c(=O)n(C)c(=O)n3C)n2Cc2ccccc2Cl)CC1	6%	2%	-9%	-3%	3%	-6%	-1%	0%
CCOC(=O)N1CCC(NC(=O)CCS(=O)(=O)c2ccc3c(c2)CCN3C(=O)CC)CC1	2%	1%	-12%	6%	-9%	-4%[10 µM]	-8%	6%
COc1ccccc1/C=C/C=N/NC(=O)Cc1cccs1	1%	-26%	?	6%	-16%	.	7%	-3%
CCOc1ccccc1CN1CCN(S(=O)(=O)c2ccccc2)CC1	-2%	-10%	-9%	.	-6%	.	.	.
Cc1csc(NC(=O)c2c(-c3c(Cl)cccc3Cl)noc2C)n1	4%	-16%	-16%	-4%	-13%	0%	1%	-13%
O=C(Cn1nnc2sc(-c3ccccc3)cc2c1=O)Nc1cccc(C(F)(F)F)c1	9%	?	6%	.	?	.	.	.
S=C(Nc1ccc(Cl)cc1)N1CCN(Cc2ccccc2)CC1	2%	-12%	-10%	-3%	-5%	42%[10 µM]	21%[9.22 µM]	-6%
